Screening results (PubChem BioAssay)
Nrf2 block = Nrf2 pathway inhibition. A549 ARE-Fluc reporter, luciferase luminescence, 18-24 h. Potency, µM (top dose mostly 46 µM), for inactives: top-dose activity change, negative = inhibition, most hits filed as inhibitors. actives 2.1% (n = 360,000); further: potency means the concentration at half of the fitted maximal effect; on the % scale 0 is the no-effect control and ±100 the full control effect; nearly all actives have a fitted effect of over 60% in size
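A549 ARE_Fluc cells, 5000/well, 5% FBS OPTI-MEM; compounds in dose-response, 18-24 h at 37 °C/5% CO2; CellTiter-Fluor viability read (Ex 405/Em 525), then BugLite luciferase luminescence = Nrf2 activity.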
ATXN2 expr inh = reduces ATXN2 reporter expression in HEK-293 cells; HEK-293 ATXN2-luciferase reporter, luminescence, 24 h; Potency, µM (series often up to 57 µM), without a hit: at the highest dose activity change, negative = inhibition, actives largely listed as inhibitors; actives 0.72% (n = 360,000); further: potency means the concentration at half of the fitted maximal effect; on the % scale 0 is the no-effect control and ±100 the full control effect; nearly all actives have a fitted effect of over 55% in size
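ATXN2-luciferase reporter cells (luciferase flanked by upstream and downstream ATXN2 gene portions) were treated 24 h at 37 °C with compounds at up to 57 uM. SteadyGlo luminescence gave expression; GF-AFC fluorescence gave viability.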
ATXN viability = viability counter-screen for ATXN expression inhibitors; S2 cells (HEK-293 line with an ATXN2-luciferase reporter) viability, CellTiter-Fluor protease fluorescence, 24 h; Potency, µM (series often up to 56.7 µM), most hits filed as cytotoxic; actives 0.49% (n = 400,000); further: potency means the concentration at half of the fitted maximal effect; nearly all actives have a fitted effect of over 40% in size
A549 viability = counter-screen for Nrf2 inhibitors: cytotoxicity in A549 cells | A549 ARE-Fluc cells, CellTiter-Fluor viability, 18-24 h | Potency, µM (top dose mostly 46 µM), inactives show at the top dose activity change, negative = cytotoxicity, most hits filed as inhibitors | actives 0.16% (n = 390,000) | AID 504648; further: potency means the concentration at half of the fitted maximal effect; on the % scale 0 is the no-effect control and ±100 the full control effect
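A549 ARE_Fluc cells in 5% FBS OPTI-MEM were exposed to compounds in concentration-response for 18-24 h at 37 deg C. Viability was read by CellTiter-Fluor fluorescence (Ex 405/Em 525) after 30 min, before the luciferase read.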
Nrf2 activator = activates Nrf2 signaling; Potency, µM (highest dose often 46.1 µM), for the others: top-dose activation, most hits filed as activators; AREc32 ARE-luciferase reporter (MCF7-derived line), luminescence, 24 h; AID 624171; actives 0.31% (n = 410,000); further: potency means the concentration at half of the fitted maximal effect; % of control where 0% means no effect; nearly all actives have a fitted effect of over 65% in size
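AREc32 cells carrying an ARE-driven firefly luciferase reporter were seeded at 1000 cells/well in OPTI-MEM with 5% FBS, then exposed to compound for 24 hr at 37 deg C. Luminescence was read with Steady-Glo after 30 min at RT.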
HepG2 viability = counter-screen for TGF-b inhibitors: cytotoxicity in HepG2 cells. HepG2 CAGA-GFP viability, ATP luminescence, 18 h. Potency, µM (titrated, usually from 46.1 µM), without a hit: top-dose activity change, negative = cytotoxicity, actives largely listed as cytotoxic. actives 0.76% (n = 410,000); further: potency means the concentration at half of the fitted maximal effect; some results filed as inactive show a strong effect at the top dose
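HepG2 CAGA-GFP cells (1000/well, DMEM with 1% FBS) received compound, then TGF-beta at 500 pg/mL final, and were incubated 18 hours at 37 degrees C. Viability was read by CellTiter-Glo luminescence. Media-only wells were set as complete cell-killing and DMSO as no toxicity.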
TGFb inhibitor = inhibitors of TGF-b signaling; HepG2 CAGA-GFP TGF-b/SMAD3 reporter, GFP fluorescence, 18 h; TGF-beta stimulated, 500 pg/mL final; Potency, µM (titrated, usually from 46.1 µM), for the others: at the highest dose activity, negative = inhibition, hits mostly inhibitors; actives 1.2% (n = 410,000); AID 588855; further: potency means the concentration at half of the fitted maximal effect; on the % scale 0 is the no-effect control and ±100 the full control effect; nearly all actives have a fitted effect of over 65% in size
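Using HEPG2 CAGA-GFP reporter cells at 1000 cells/well, we pinned test compounds, stimulated with recombinant TGF-beta (500 pg/mL final) and measured total well GFP after 18 h.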
MCF10A rerep = DNA re-replication induction in MCF 10a cells; MCF 10A DNA re-replication, Hoechst nuclear intensity, 48 h; Potency, µM (doses to about 46.1 µM), without a hit: at the top dose activity, positive = re-replication, actives largely listed as activators; actives 2.9% (n = 350,000); AID 624296; further: potency means the concentration at half of the fitted maximal effect; % of control where 0% means no effect; nearly all actives have a fitted effect of over 50% in size
IL-1B inflam inh = inhibitors of inflammasome signaling (IL-1 beta secretion) | THP-1 LPS/ATP IL-1B secretion, AlphaLISA, 16 h; active compounds read low | activity change, % at 57.5 µM | actives 4.7% (n = 360,000); in the data active means activity change below about -50%; inconclusive means mostly about -30% to -49%; further: on the % scale 0 is the no-effect control and ±100 the full control effect
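Secreted IL-1B measured by AlphaLISA bead assay after 16 h compound exposure of THP-1 cells; compounds (final up to 57.5 uM) added 1 h before LPS (250 ng/mL) and ATP (1.25 mM) stimulation; lower signal means less secretion.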
* hit, by the source's call; i = inactive; u = inconclusive; x = not tested or not shown; & = joins results of further samples; [ ] = another dose, or the depositor's remark. Unless noted, the call rests on the fitted dose curve; in most records, active means well fitted curve in the direction sought with a large enough effect; inconclusive means small, poorly fitted or top-dose-only effect, or another doubt; inactive means no such curve, though single readings can be large; an effect the other way counts as inactive or inconclusive.

Values run as follows: MCF10A rerep	Nrf2 activator	Nrf2 block	ATXN viability	A549 viability	IL-1B inflam inh	HepG2 viability	ATXN2 expr inh	TGFb inhibitor
1	COc1ccc2[nH]c(-c3ccc(C)cc3)cc(=O)c2c1
→ u	-4.5%	u	i	9%	38	-9%	18µM*	1%
2	Cn1ccc2c(-c3ccc4[nH]ccc4c3)cc3c(c21)C1CCC3O1 (stereo unspecified)
→ x	5.6%	x	u	x	-1	5%	-1%	-21%
3	CC(Sc1nnc(N)s1)C(=O)Nc1ccc2c(c1)OCCO2 (stereo unspecified)
→ 1%	-0.2%	10%	i	-9%	9	-14%	1%	-9%
4	COc1cccc(Oc2ccc(S(=O)(=O)N3CCOCC3)cc2[N+](=O)[O-])c1
→ 2%	2.7%	-26%	i	0%	-10	12%	6%	-2%
5	O=C(CSc1ccc(C(F)(F)F)cn1)Nc1ccccc1
→ -1%	-0.2%	5%	i	6%	-9	-6%	-10%	-2%
6	CCN(Cc1ccc2c(c1)OCO2)C(=O)CSc1ncnc2sccc12
→ 1%	5.4%	-17%	i	1%	-7	-8%	0%	1%
7	CCN(Cc1ccccc1)C(=O)CCc1nnc(CCCc2ccccc2)o1
→ -1%	4.2%	u	i	1%	u	-25%	81%[activator]	-22%
8	C[C@]1(C(=O)NCCc2c[nH]c3ccccc23)C=C[C@@H](Cc2ccccc2)N1C(=O)c1ccccc1
→ -5%	0.9%	u	i	u	-1	-11%	5%	-17%
9	CC(C)CC(=O)c1c[nH]c(C(=O)NCCc2ccccn2)c1
→ -2%	2.6%	13%	i	2%	23	-18%	13%	-9%
10	CN=c1scc(-c2ccccc2F)n1/N=C(\C)c1cccnc1
→ -3%	6.1%	u	i	u	-17	-24%	37%[activator]	-17%
11	O=C(OCC(=O)N1CCN(C(=O)c2ccco2)CC1)c1c(Cl)cccc1Cl
→ u	3.1%	u	i	1%	-12	-9%	-4%	-18%
12	O=C(Nc1ccccc1N1CCOCC1)C1=COCCO1
→ 5%	0.0%	5%	i	1%	-15	-3%	2%	4%
13	COc1ccc(N(C)C(=O)c2ccc3c(Cl)c4c(nc3c2)CCCC4)c(OC)c1
→ u	7.9%	u	i	-3%	u	-33%	u	u
14	CCCN1C2=NCCCN2c2ccccc21
→ 10%	-0.2%	u	i	4%	22	21%	-3%	-13%
15	NC(=O)CC[C@H](NC(=O)OCc1ccccc1)C(=O)OCc1ccc(Cl)cc1
→ 10%	0.1%[9.22 µM]	-11%	i	-2%	0	-5%	7%	u
16	COc1ccccc1C1(CC(=O)Nc2nccs2)CCOC(C(C)C)C1 (stereo unspecified)
→ 28%	2.4%	x	i	0%	39	-15%	-12%	u
17	COc1ccc(OCCSc2nnc(-c3ccoc3C)n2C)cc1
→ 17%	-0.5%	-16%	i	5%	-20	8%	-16%	10%
18	Cc1ccc(NC(=S)N(CCN2CCOCC2)Cc2ccccc2F)cc1Cl
→ u	-0.1%	-4%	i	10%	4	-25%	-22%	10%
19	C=CCNS(=O)(=O)c1cc2c3c(c1)CCN3C(=O)CC2
→ 7%	0.1%	-18%	i	-5%	8	-19%	x	-10%
20	CCCN1Cc2cccc(C(=O)NC(CC(=O)OCC)c3ccc(OCC)c(OC)c3)c2C1=O (stereo unspecified)
→ u	3.8%	-8%	i	-9%	-28	0%	-24%	-1%
21	COc1ccc(-c2cc(NCCc3ccncc3)n3ncnc3n2)cc1
→ 3%	2.3%	-7%	i	-13%	-66*	-5%	-23%	-5%
22	O=C(NC(Cc1ccccc1)C(=O)O)/C(=C/c1ccc(Cl)cc1)NC(=O)c1ccco1 (stereo unspecified)
→ u	-0.6%	u	i	5%	-2	-6%	-9%	24%
23	CC(C)C(NC(=O)C1CCC(C(C)(C)C)CC1)C(=O)NCCc1ccc(S(N)(=O)=O)cc1 (stereo unspecified)
→ 7%	-0.6%	1%	u	6%	27	-9%	x	-2%
24	O=C(CN1C(=O)S/C(=C\C=C\c2ccccc2)C1=O)N1CCOCC1
→ 5%	0.6%	17%	i	1%	3	-66%	35%[activator]	0%
25	Cc1nc([N+](=O)[O-])c(NCCCO)n1Cc1ccccc1
→ 0%	0.2%	1%	i	-16%	0	6%	5%	1%
26	CC1CCN(C(=O)C2COc3ccccc3O2)CC1 (stereo unspecified)
→ 2%	1.0%	16%	i	0%	-18	14%	18%	21%
27	Cc1ccnc(NS(=O)(=O)c2ccc(N)cc2)n1
→ -12%	-1.1%	-3%	i	0%	0	4%	2%&3%	21%
28	CCC(=O)N(C)C[C@@H]1Oc2ncc(Br)cc2C(=O)N([C@@H](C)CO)C[C@H]1C
→ x	-0.3%	x	i	x	4	-13%	-17%	-1%
29	CCc1cc(CNC(=O)C2CCC(=O)N(Cc3ccc(Cl)cc3)C2)on1 (stereo unspecified)
→ -3%	-0.3%	3%	i	1%	u	-14%	-9%	20%
30	COc1ccccc1-n1c(CNC(=O)c2ccco2)nnc1SCC(=O)Nc1nccs1
→ 0%	-1.6%	0%	i	23%	34	-2%	-10%	0%
31	N#CCCn1c(Cl)nc2ccccc21
→ -15%	-0.1%	2%	i	2%	25	-1%	5%	0%
32	CSc1ncc(C(=O)Nc2c(C)cccc2C)c(-c2ccccc2)n1
→ x	0.8%	u	i	2%	x	1%	8%	0%
33	NNC(=S)Nc1ccc(Cl)cc1
→ u	2.3%	8%	i	2%	-8	-23%	-14%	5%
34	COCCNC(=O)/C(C#N)=C/c1c(N2CCN(c3ccccc3)CC2)nc2c(C)cccn2c1=O
→ 22%	6.1%	-21%	i	-11%	71	-5%	-23%	5%
35	COc1ccc(CC(N)c2csc(NC(=O)Nc3ccccc3C(C)C)n2)cc1 (stereo unspecified)
→ x	0.4%[9.22 µM]	x	u	x	u	-106%	u	5.6µM*
36	NC(=O)C1CCN(CC(=O)Nc2cc(S(=O)(=O)N3CCOCC3)ccc2N2CCCC2)CC1
→ 14%	0.3%	-9%	i	-7%	-13	-2%	x	6%
37	CC(=O)Nc1ccc(N2CCC(C)CC2)c([N+](=O)[O-])c1
→ -8%	-0.6%	0%	i	u	-18	9%	26%	13%
38	Clc1ccc(CN2CCC(c3ccccc3)CC2)cc1
→ 18%	0.1%	-11%	i	-1%	2	4%	x	-9%
39	Cc1ccc(/C=C2\Oc3c(ccc(O)c3CN3CCN(C)CC3)C2=O)cc1
→ 15%	2.6%	4%	x	2%	-22	-6%	x	15%
40	C[C@H]1CN=C(Nc2ccccc2)N1CC1CCCCC1
→ -2%	0.1%	15%	i	-3%	-4	-1%	1%	6%
41	COc1cc(C(=O)Nc2ncccc2C)ccc1OCC(=O)N1CCOCC1
→ -5%	-0.1%	14%	i	3%	0	5%	5%	-4%
42	Cc1cc(C)c2nc(-n3nc(C)cc3N)cc(C)c2c1
→ 20%	4.1%	u	i	-20%	17	-13%	24%	3%
43	O=C(O)c1cccc2cc(-c3ccccc3)oc(=O)c12
→ -4%	3.2%	1%	i	-2%	-23	14%	4%	10%
44	CCCN(Cc1nnc(-c2cccs2)o1)C(=O)c1cccc(S(=O)(=O)N2CCOCC2)c1
→ -5%	-0.3%	10%	i	0%	-9	-1%	2%	7%

Some of the entries so far, in markdown:
| cpd | structure | MCF10A rerep | Nrf2 activator | Nrf2 block | ATXN viability | A549 viability | IL-1B inflam inh | HepG2 viability | ATXN2 expr inh | TGFb inhibitor |
| --- | --- | --- | --- | --- | --- | --- | --- | --- | --- | --- |
| 29 | CCc1cc(CNC(=O)C2CCC(=O)N(Cc3ccc(Cl)cc3)C2)on1 (stereo unspecified) | -3% | -0.3% | 3% | i | 1% | u | -14% | -9% | 20% |
| 30 | COc1ccccc1-n1c(CNC(=O)c2ccco2)nnc1SCC(=O)Nc1nccs1 | 0% | -1.6% | 0% | i | 23% | 34 | -2% | -10% | 0% |
| 31 | N#CCCn1c(Cl)nc2ccccc21 | -15% | -0.1% | 2% | i | 2% | 25 | -1% | 5% | 0% |
| 32 | CSc1ncc(C(=O)Nc2c(C)cccc2C)c(-c2ccccc2)n1 | x | 0.8% | u | i | 2% | x | 1% | 8% | 0% |
| 33 | NNC(=S)Nc1ccc(Cl)cc1 | u | 2.3% | 8% | i | 2% | -8 | -23% | -14% | 5% |
| 34 | COCCNC(=O)/C(C#N)=C/c1c(N2CCN(c3ccccc3)CC2)nc2c(C)cccn2c1=O | 22% | 6.1% | -21% | i | -11% | 71 | -5% | -23% | 5% |
| 35 | COc1ccc(CC(N)c2csc(NC(=O)Nc3ccccc3C(C)C)n2)cc1 (stereo unspecified) | x | 0.4%[9.22 µM] | x | u | x | u | -106% | u | 5.6µM* |
| 36 | NC(=O)C1CCN(CC(=O)Nc2cc(S(=O)(=O)N3CCOCC3)ccc2N2CCCC2)CC1 | 14% | 0.3% | -9% | i | -7% | -13 | -2% | x | 6% |
| 37 | CC(=O)Nc1ccc(N2CCC(C)CC2)c([N+](=O)[O-])c1 | -8% | -0.6% | 0% | i | u | -18 | 9% | 26% | 13% |
| 38 | Clc1ccc(CN2CCC(c3ccccc3)CC2)cc1 | 18% | 0.1% | -11% | i | -1% | 2 | 4% | x | -9% |
| 39 | Cc1ccc(/C=C2\Oc3c(ccc(O)c3CN3CCN(C)CC3)C2=O)cc1 | 15% | 2.6% | 4% | x | 2% | -22 | -6% | x | 15% |
| 40 | C[C@H]1CN=C(Nc2ccccc2)N1CC1CCCCC1 | -2% | 0.1% | 15% | i | -3% | -4 | -1% | 1% | 6% |
| 41 | COc1cc(C(=O)Nc2ncccc2C)ccc1OCC(=O)N1CCOCC1 | -5% | -0.1% | 14% | i | 3% | 0 | 5% | 5% | -4% |
